MLLE-PAM2 inh: inhibitors of microRNA-mediated deadenylation, human PABP1 MLLE binding. P11940. GST-MLLE / FITC-PAM2 fluorescence polarization. inhibition, % at 20 µM. actives 0.36% (n = 360,000). AID 588489; in the data active = inhibition above about 35%, passing the limit was not always enough;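 also: plate controls were DMSO wells with GST-MLLE for no effect and wells lacking GST-MLLE protein for full effect; some results filed as inactive read as strong as hits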
MsrA inhibitor: inhibits bovine methionine sulfoxide reductase A. inhibition, % at 15.5 µM. actives 0.75% (n = 360,000). purified bovine MsrA, absorbance read-out; in the data active = inhibition above about 4.5%;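 also: 0% = vehicle wells with enzyme and 100% = reference inhibitor wells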
CSN deneddyl inh: blocks human CSN-mediated cullin deneddylation; Purified CSN, SCF-Nedd8-OG deneddylation, fluorescence polarization; inhibition, % at 12.5 µM; actives 0.38% (n = 360,000);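 active = pattern-corrected inhibition above about 35%, with an unprinted fluorescence ratio check between 0.5 and 1.5, limit read from the data, passing the limit was not always enough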;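 also: 0% = enzyme with substrate and 100% = substrate without enzyme; some results filed as inactive read as strong as hits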
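assay system = purified human Csn5 enzyme expressed in HEK293T cells | amount = 0.24 nM enzyme | buffer or medium = Tris/NaCl/DTT buffer, pH 7.5 | reagent = 10 nM SCFSkp2-Nedd8OG | compound = one concentration, 12.5 µM, 0.25% DMSO | times = 90 min reaction at room temperature | signal = FP | read-out basis = % inhibition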
eLon inh: inhibits E. coli Lon protease. P0A9M0. purified E. coli Lon protease, fluorescence polarization. inhibition, % at 7.94 µM. actives 0.42% (n = 360,000). AID 602123; in the data active = inhibition above about 13%, passing the limit was not always enough;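 also: 0% = enzyme with probe and DMSO and 100% = no enzyme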
FAS TE block: blocks the thioesterase domain of human fatty acid synthase. recombinant FAS-TE, OMFH fluorogenic substrate, fluorescence endpoint. inhibition, % at 15 µM. actives 0.67% (n = 360,000). AID 602261;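 active = compounds whose normalised, plate-corrected inhibition of enzyme fluorescence in the single-dose primary screen is 50% or more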;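 also: 0% = DMSO with enzyme and 100% = substrate without enzyme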
MT1-MMP act inh: inhibitors of human MT1-MMP activation | P50281 | HT1080 RFP-PRO-GFP cells, GFP/RFP ratio fluorescence, overnight; percent of plate control window, DMSO zero | GFP/RFP ratio change, % at 20 µM | actives 0.061% (n = 360,000) | AID 651647;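 active = GFP/RFP ratio change of at least 30% with cell ATP level not reduced by more than half and red fluorescence within 50% of control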; also: strong numbers were not always called active
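Assay system – RFP-PRO-GFP reporter HT1080 cells · Compound dosing – single dose of 20 µM compound, 1% DMSO final · Incubation – overnight compound exposure at 37 °C · Measure – GFP/RFP fluorescence ratio · Benchmarks – DMSO wells and RFP-L50D-GFP cells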
bovine MsrA act: activates bovine MsrA enzyme; AID 602163; purified bovine MsrA, absorbance read-out; activation, % at 10.6 µM; actives 0.3% (n = 360,000); in the data active = activation above about 7.5%;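 also: 0% = vehicle and 100% = reference activator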
Rpn11 block: inhibitors of human proteasome Rpn11; O00487; calls only at 20 µM; human 26S proteasome, Ub4-pepOG fluorescence polarization; 20S core pre-blocked with epoxomicin; actives 0.59% (n = 360,000);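 active = inhibition at 20 µM, scaled to each plate's controls, above about 33%, limit read from the data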
Rin1-Abl PPI inh: blocks binding of human Rin1 to Abl; P00519+Q13671; actives 0.4% (n = 360,000); TR-FRET Rin1/Abl binding, biochemical; inhibition, % at 7.35 µM; in the data active = inhibition above about 5%, passing the limit was not always enough
Starred values were filed as active, the others as inactive; i = inactive; . = not tested or not shown.

SMILES	MLLE-PAM2 inh	MsrA inhibitor	CSN deneddyl inh	eLon inh	FAS TE block	MT1-MMP act inh	bovine MsrA act	Rpn11 block	Rin1-Abl PPI inh
O=C(NC1=NCCS1)c1cc(-c2cccc(Br)c2)nc2ccccc12	9	-0.4	-3	-12	5	1	2	i	0
CC(=O)Nc1c(C(=O)c2ccccc2)oc2ccccc12	-4	1.2	-1	-6	0	3	-4	i	-6
CCNC(=O)CC1C(=O)N(c2ccc(F)cc2)C(=S)N1CCc1ccncc1 (stereo not given)	5	-1.1	-6	-1	-7	0	-4	i	-6
CC1CCN(C(=O)c2cc3c(ccc4ccccc43)o2)CC1	-8	0.5	4	-24	17	-1	-2	i	-1
CC(=O)Nc1ccc(/C=C/c2nc3ccccc3o2)cc1	0	1.5	1	-9	1	1	-3	i	-2
O=C(NNC(=O)C12CC3CC(CC(C3)C1)C2)c1cccc(O)c1	7	-0.4	-1	-1	-2	-3	-2	i	1
O=C(NNC(=O)C1CCN(Cc2ccc(Cl)c(Cl)c2)CC1)c1cccs1	6	-0.5	2	2	-1	7	-2	i	4
CCCc1cc(=O)n2[nH]c(C)c(-c3ccccc3)c2n1	12	0.8	-6	-4	-6	0	0	i	-6
Cc1ccc(C(O)C(=O)c2ccco2)cc1 (stereo not given)	-5	1.8	0	-1	-10	4	-3	i	2
NC(N)=N/N=C/c1ccccc1	-23	-0.7	1	-5	-5	6	-4	i	3
COCCN(C(=O)Cc1cccs1)C(C(=O)NCc1ccc(OC)cc1)c1ccc(C(C)C)cc1 (stereo not given)	9	0.9	-1	0	26	-19	1	i	2
O=C(c1ccccc1Oc1nnnn1-c1ccccc1)N1CCOCC1	1	-0.4	2	-5	-5	-2	0	i	0
Cc1ccccc1/C=N\NC(=O)c1ccccc1-n1cccc1	8	1.1	5	-6	1	-3	-6	i	-1
CC(C)COC(=O)C1C(=O)CC(C)(O)C(C(=O)OCC(C)C)C1c1cccnc1 (stereo not given)	-10	0.6	0	12	-5	2	-2	i	-3
C=CCN1C(=O)c2ccc(C(=O)N(CCOC)c3c(N)n(CCCC)c(=O)[nH]c3=O)cc2C1=O	-10	3.2	4	-6	-4	-4	-3	i	1
COC(=O)CC1COc2ccccc2N1S(=O)(=O)c1ccc(Br)cc1 (stereo not given)	9	-1.2	2	0	16	-2	-2	i	2
O=C(O)CCCN1C(=O)c2ccc(C(=O)c3cccc([N+](=O)[O-])c3)cc2C1=O	10	0.7	2	-8	-6	-4	-5	i	0
OC(CNc1ccccc1)COc1ccc(OCC(O)CNc2ccccc2)cc1 (stereo not given)	0	-1.3	2	10	5	-3	-2	i	-5
C[C@@H]1CN([C@@H](C)CO)C(=O)CCCn2nncc2CO[C@H]1CN(C)C(=O)c1ccc(N2CCN(C)CC2)cc1	15	0.7	-3	1	-9	3	-6	i	1
CSc1nc(-c2ccco2)nn1C(=O)c1ccccc1Cl	8	-0.6	3	-1	29	-2	-1	i	3
CC(C)c1ccc(NC2CCCN(C(=O)CCCn3cncn3)C2)cc1 (stereo not given)	-3	-0.3	0	1	-6	2	-6	i	-2
CC1=C(C(=O)N(C)C)CC(CC(=O)NC(c2ccccc2)c2ccccc2)C(=O)N1Cc1ccc(F)cc1 (stereo not given)	6	1.1	3	-3	32	0	-10	i	1
O=C1OC(c2ccccc2)(c2ccccc2)c2ccsc21	11	-0.6	5	-9	15	2	6	i	-3
CCOc1ccc(NC(=O)COC(=O)CNC(=O)c2ccc(-c3ccccc3)cc2)cc1	14	0.5	2	-9	-1	4	-2	i	4
Cc1ccc(CNC(=O)CN2CCN(Cc3ccc(Cl)cc3)C2=O)cc1	-7	0.5	-3	-10	-2	1	-2	i	2
O=C1NC[C@H](CCCCN2C[C@H](Cc3ccccc3)N(CCc3ccccc3)C(=O)C2=O)N(CC2CCCCC2)C1=O	.	-0.1	-5	9	-3	2	-1	.	.
Cc1cc(C(=O)Cn2c(CO)nc3ccccc32)c(C)n1C	-3	0.2	-5	0	-7	-1	1	i	-3
COc1c(O)c(=O)n2c3ccccc3c3ccnc1c32	12	1.9	0	-5	-4	-61	-2	i	-3
C=C[C@]1(C)C[C@H]1[C@H](NP(=O)(c1ccccc1)c1ccccc1)c1ccccc1	1	-0.9	1	11	8	3	-11	i	4
CC(C)N1CCN(Cc2ccc(-c3ccccc3)cc2)CC1CCO (stereo not given)	12	-0.1	1	5	-5	0	2	i	3
COc1ccc(-n2nc3c(c2NC(=O)C2CC2)CS(=O)(=O)C3)cc1	10	0.3	4	-7	-4	2	-2	i	1
CN(C)CCCNS(=O)(=O)c1cc(Cl)c(Cl)cc1Cl	9	1.5	-2	-7	-6	1	-2	i	-2
COC(=O)CCC(=O)N1CCOCCOCCOCC1	-1	0.6	-1	-1	-17	-1	-3	i	-1
CCOC(=O)c1sc2ncn(C(CC)C(=O)OCC)c(=O)c2c1C (stereo not given)	7	-0.6	-4	-6	-2	-4	-7	i	-1
O=C(O)c1cc(-c2ccc3c(c2)OCCO3)n[nH]1	5	0.8	110	1	-3	3	-4	i	3
c1ccc(-c2noc(-c3cccnc3)n2)cc1	12	-1.6	5	-1	-4	-3	-3	i	3
COc1ccc(-c2cc(C(F)(F)F)c(C#N)c(=O)[nH]2)cc1	-9	3.9	-8	-1	-2	-2	-2	i	-2
C/C(=N/NC(=O)c1ccccn1)c1c[nH]c2ccccc12	1	0.7	-8	2	-3	4	-1	i	1
CCOc1ccc(CNC(=S)N/N=C\c2ccc([N+](=O)[O-])cc2)cc1	31	0.2	5	2	20	0	-2	i	3
Clc1cccc(-c2ccc3nccn3c2)c1Cl	-53	1.0	1	1	6	-4	-6	i	1
COc1ccc(S(=O)(=O)NCCc2nnc3ccc(SCC(=O)Nc4cc(C)on4)nn23)cc1	3	-1.6	-6	2	-3	1	-4	i	-3
COc1cccc(C2CC(c3cccs3)=NN2C(=O)CCC(=O)O)c1OC (stereo not given)	-48	2.7	8	-10	-6	-5	-2	i	1
O=C(COc1cc(F)ccc1[N+](=O)[O-])NCCN1C(=O)CSC1=O	-3	-0.3	-2	4	-9	-1	-9	i	1
O=C(Nc1ccc(C(=O)N2CCCC2)cc1)C1CCCC1	-1	-0.8	-4	-2	-9	4	-3	i	-1
C/C(CC(=O)Nc1cccc(F)c1)=N\NC(=O)C(=O)NC1CCCCC1	8	0.4	-2	3	0	1	-1	i	4
COc1cnn(C(C)(C)C)c(=O)c1Cl	6	1.2	6	3	-3	-1	-1	i	0
CCOCCCN(Cc1ccco1)C(=O)c1cc2c(=O)[nH]c3ccc(C)cc3c2s1	5	2.0	1	4	4	2	0	i	-6
Cc1c(N=Cc2cccnc2)c(=O)n(-c2ccccc2)n1C	9	0.7	-2	-4	-5	0	-1	i	-1
COc1ccccc1NC(=O)c1ccc(N)cc1	9	0.6	9	6	-5	5	-2	i	-3
COc1ccccc1[C@H]1C(c2ccc(F)cc2)=NN(c2ccccc2)[C@@H]1CO	-12	-0.2	0	-2	15	2	1	i	-5
O=C(O)C1CC=CCC1C(=O)Nc1ccc(S(=O)(=O)N2CCCc3ccccc32)cc1 (stereo not given)	-5	1.0	-5	9	-2	-2	-3	i	-4
O=S1(=O)CC/C(=N\O)c2ccccc21	2	0.4	3	10	-7	-1	0	i	-3
Fc1ccc(Nc2nc(N/N=C/c3ccco3)nc(N3CCCCC3)n2)cc1	-14	0.3	0	7	18	-2	-3	i	1
CCc1ccc(C(=O)Nn2c(C)nc3ccccc3c2=O)cc1	-3	-0.1	-3	1	-4	-4	-7	i	2
COc1cc(OC)c(C2NC(=O)CCC2[N+](=O)[O-])cc1OC (stereo not given)	6	-0.1	5	-5	-5	0	-3	i	0
CCOC(=O)c1cc2sccc2n1CC(=O)Nc1ccc(OC)cc1	3	-0.8	3	1	-2	-2	-1	i	0

Grouped by structure: the compounds so far containing an aryl methoxy group
SMILES	MLLE-PAM2 inh	MsrA inhibitor	CSN deneddyl inh	eLon inh	FAS TE block	MT1-MMP act inh	bovine MsrA act	Rpn11 block	Rin1-Abl PPI inh
COCCN(C(=O)Cc1cccs1)C(C(=O)NCc1ccc(OC)cc1)c1ccc(C(C)C)cc1 (stereo not given)	9	0.9	-1	0	26	-19	1	i	2
COc1c(O)c(=O)n2c3ccccc3c3ccnc1c32	12	1.9	0	-5	-4	-61	-2	i	-3
COc1ccc(-n2nc3c(c2NC(=O)C2CC2)CS(=O)(=O)C3)cc1	10	0.3	4	-7	-4	2	-2	i	1
COc1ccc(-c2cc(C(F)(F)F)c(C#N)c(=O)[nH]2)cc1	-9	3.9	-8	-1	-2	-2	-2	i	-2
COc1ccc(S(=O)(=O)NCCc2nnc3ccc(SCC(=O)Nc4cc(C)on4)nn23)cc1	3	-1.6	-6	2	-3	1	-4	i	-3
COc1cccc(C2CC(c3cccs3)=NN2C(=O)CCC(=O)O)c1OC (stereo not given)	-48	2.7	8	-10	-6	-5	-2	i	1
COc1cnn(C(C)(C)C)c(=O)c1Cl	6	1.2	6	3	-3	-1	-1	i	0
COc1ccccc1NC(=O)c1ccc(N)cc1	9	0.6	9	6	-5	5	-2	i	-3
COc1ccccc1[C@H]1C(c2ccc(F)cc2)=NN(c2ccccc2)[C@@H]1CO	-12	-0.2	0	-2	15	2	1	i	-5
COc1cc(OC)c(C2NC(=O)CCC2[N+](=O)[O-])cc1OC (stereo not given)	6	-0.1	5	-5	-5	0	-3	i	0
CCOC(=O)c1cc2sccc2n1CC(=O)Nc1ccc(OC)cc1	3	-0.8	3	1	-2	-2	-1	i	0

Bioassay records from PubChem.
